Bioassay records as filed in PubChem BioAssay.
HepG2 viability: kills HepG2 cells in TGF-b inhibitor counter-screen. HepG2 CAGA-GFP viability, ATP luminescence, 18 h. Potency, µM (top dose mostly 46.1 µM), without a hit: at the highest dose activity change, negative = cytotoxicity, usual class: cytotoxic. 0.76% of 410,000 active. AID 588856; note: potency is the fitted concentration of half-maximal effect; some results filed as inactive show a strong effect at the top dose
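CellTiter-Glo luminescence gave cytotoxicity after 18 hours at 37 degrees C. The cells were HepG2 CAGA-GFP in 1% FBS DMEM, stimulated with 500 pg/mL TGF-beta after compound addition. %Activity was normalised to no-cell wells (complete cell-killing) and DMSO (no toxicity), and curves were fitted and classified.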
S2 tox: cell viability loss in ATXN counter-screen | S2 cells (HEK-293 line with an ATXN2-luciferase reporter) viability, CellTiter-Fluor protease fluorescence, 24 h | Potency, µM (titrated, usually from 56.7 µM), most hits filed as cytotoxic | 0.49% of 400,000 active | AID 651635; note: potency is the fitted concentration of half-maximal effect; nearly all actives have a fitted effect of over 40% in size
MmCpn inh: blocks the Methanococcus maripaludis chaperonin Mm-Cpn; purified Mm-Cpn ATPase, ADP Transcreener TR-FRET; Potency, µM (doses to about 76.9 µM), for the others: at the top dose activity, negative = inhibition, most hits filed as inhibitors; 0.031% of 330,000 active; AID 504842; note: potency is the fitted concentration of half-maximal effect; % is set by controls: 0 for no effect and ±100 for the full control effect; nearly all actives have a fitted effect of over 80% in size
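25 nM Mm-CPN + cpd, 10 min 37°C; + 10 uM ATP, 30 min 37°C; buffer 30 mM Tris pH 7.4, 100 mM KCl, 5 mM MgCl2, 1 mM DTT; Transcreener ADP HTRF detection 30 min RT.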
Nrf2 block: inhibitors of Nrf2 signaling. A549 ARE-Fluc reporter, luciferase luminescence, 18-24 h. Potency, µM (highest dose often 46 µM), inactives show at the highest dose activity change, negative = inhibition, actives largely listed as inhibitors. 2.1% of 360,000 active. AID 504444; note: potency is the fitted concentration of half-maximal effect; % is set by controls: 0 for no effect and ±100 for the full control effect; nearly all actives have a fitted effect of over 60% in size
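Nrf2 function is reported as luminescence of an ARE-controlled luciferase in A549 cells. Compounds were tested at several concentrations, and a CellTiter-Fluor read on the same wells flagged cytotoxicity.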
CCT chaperon mod: cytosolic chaperonin activity modulation; purified chaperonin ATPase assay, HTRF ADP detection, 30 min; activity change, % (no concentration beside the values), hits read low; 0.3% of 360,000 active; AID 651819; in the data active = activity change below about -30%; note: % is set by controls: 0 for no effect and ±100 for the full control effect
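TRiC at 40 or 20 nM final (batch-dependent) in 30 mM Tris pH 7.4, 100 mM KCl, 5 mM MgCl2, 1 mM DTT, with compound at single 76 uM and 10 uM ATP, 30 min at 37 deg C. ADP detected by HTRF Transcreener, 665/615 ratio.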
Nrf2 ARE act: Nrf2 pathway activation. AREc32 ARE-luciferase reporter (MCF7-derived line), luminescence, 24 h. Potency, µM (titrated, usually from 46.1 µM), without a hit: at the top dose activation, most hits filed as activators. 0.31% of 410,000 active. AID 624171; note: potency is the fitted concentration of half-maximal effect; % of control where 0% means no effect; nearly all actives have a fitted effect of over 65% in size
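AREc32 cells carrying an ARE-driven firefly luciferase reporter were seeded at 1000 cells/well in OPTI-MEM with 5% FBS, then exposed to compound for 24 hr at 37 deg C. Luminescence was read with Steady-Glo after 30 min at RT.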
A549 tox: counter-screen for Nrf2 inhibitors: cytotoxicity in A549 cells. A549 ARE-Fluc cells, CellTiter-Fluor viability, 18-24 h. Potency, µM (top dose mostly 46 µM), for the others: top-dose activity change, negative = cytotoxicity, actives largely listed as inhibitors. 0.16% of 390,000 active; note: potency is the fitted concentration of half-maximal effect; % is set by controls: 0 for no effect and ±100 for the full control effect
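A549 ARE_Fluc cells in 5% FBS OPTI-MEM were exposed to compounds in concentration-response for 18-24 h at 37 deg C. Viability was read by CellTiter-Fluor fluorescence (Ex 405/Em 525) after 30 min, before the luciferase read.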
pAkt inh: blocks phosphorylation of Akt. AID 651550. 0.32% of 360,000 active. Neuro2A IGF-stimulated pAkt S473 HTRF, 20 min; active compounds read low. activity change, % for hits at 50 µM; in the data active = activity change below about -80%; inconclusive = mostly about -51% to -80%; note: % is set by controls: 0 for no effect and ±100 for the full control effect
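Single-point screen (50 µM final compound) in Neuro2A cells stimulated 20 min with 6 nM IGF at 37 deg C. After lysis, Ser473-phosphorylated Akt read by HTRF (ex 330 nm, em 615/665 nm) as the 665/615 ratio.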
TGFb inhibitor: TGF-b pathway inhibition; HepG2 CAGA-GFP TGF-b/SMAD3 reporter, GFP fluorescence, 18 h; TGF-beta stimulated, 500 pg/mL final; Potency, µM (highest dose often 46.1 µM), without a hit: at the highest dose activity, negative = inhibition, actives largely listed as inhibitors; 1.2% of 410,000 active; AID 588855; note: potency is the fitted concentration of half-maximal effect; % is set by controls: 0 for no effect and ±100 for the full control effect; nearly all actives have a fitted effect of over 65% in size
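Inhibition of TGF-beta-driven CAGA-GFP reporter expression in HEPG2 cells is measured by cellular GFP fluorescence after 18 h stimulation with 500 pg/mL recombinant TGF-beta in 1% FBS medium at 37 degrees C.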
* hit, by the source's call; i = inactive; ? = inconclusive; nt = no result given. Unless noted, calls come from the whole dose curve; as a rule, active = well fitted curve in the direction sought with a large enough effect; inconclusive = small, poorly fitted or top-dose-only effect, or another doubt; inactive = no such curve, though single readings can be large; an effect the other way counts as inactive or inconclusive.

Second line of a record: HepG2 viability | S2 tox | MmCpn inh | Nrf2 block | CCT chaperon mod | Nrf2 ARE act | A549 tox | pAkt inh | TGFb inhibitor
> CCOC(=O)N1CCN(CC(=O)Nc2cc(OC)c(OC)cc2C#N)CC1
  -5% | i | 0% | ? | 0.6 | 0.5% | 0% | i | 7%
> CC(=O)N1CCOc2ccc(S(=O)(=O)NCCc3cccc(C)c3)cc21
  -1% | i | 1% | -16% | -1.7 | 0.3% | -5% | i | 10%
> CC(C)(C)c1ccc(C(=O)N/N=C2\C3CN4CCN(C3)CC2(c2ccccc2)C4)cc1
  -2% | i | 2% | 11% | 2.5 | 2.1% | 0% | i | -5%
> CCSc1nc(O)c(C(c2cccc(OC)c2)c2c(O)nc(SCC)[nH]c2=O)c(=O)[nH]1
  -2% | i | -1% | ? | 1.6 | 2.6% | 3% | i | -25%
> COc1ccc2cc(CN(CC3COCCO3)S(=O)(=O)c3ccccc3)c(=O)[nH]c2c1 (stereo unspecified)
  -3% | i | 1% | -4% | 1.9 | 0.1% | -6% | i | 9%
> CN(C(=O)C12CC3CC(CC(C3)C1)C2)C1CCS(=O)(=O)C1 (stereo unspecified)
  -25% | i | -1% | 0% | 0.8 | -0.1% | -11% | i | 1%
> O=S(=O)(CCCc1ccccc1)c1ncn[nH]1
  -19% | i | 1% | nt | 0.1 | 0.3% | 10% | i | ?
> CC(C)CN(CC(C)C)C(=O)CN1c2cccc3cccc(c23)S1(=O)=O
  -7% | i | ? | -1% | -0.9 | -0.5% | 0% | i | 0%
> Cc1oc(-c2cccc(Br)c2)[n+]([O-])c1C
  -4% | i | 1% | -9% | 1.2 | 1.6% | 1% | i | 19%
> O=C(COc1ccc(Cl)cc1)Nc1cc2c3c(c1)CC(=O)N3CCC2
  -20% | i | -1% | 4% | 1.6 | 4.5% | -1% | i | 0%
> Cc1cc([N+](=O)[O-])ccc1NC(=O)c1cc2ccccc2o1
  -1% | i | ? | ? | -0.8 | 2.3% | 0% | i | 8%
> COC(=O)c1nn(-c2ccccc2)c(Cl)c1/C=N/OCc1ccc(C)cc1
  -4% | i | -1% | nt | -0.8 | -0.8% | ? | i | 5%
> CC(C)c1ccc(NC(=O)CSC2=Nc3ccccc3C3=NC(CCC(=O)NCc4ccco4)C(=O)N23)cc1 (stereo unspecified)
  -5% | nt | nt | nt | nt | 14% | -3% | nt | 15%
> CC1(C)Cc2ccccc2-c2nnc(SCc3ccc(C#N)cc3)n21
  -7% | i | -1% | -17% | -3.2 | 0.2% | nt | i | 4%
> COc1cc(C(=O)OCCCN2CCOCC2)ccc1O
  3% | i | -2% | -1% | -4.6 | 0.1% | 0% | i | 7%
> Cc1ccc(CN2C(=O)CCC2C(=O)NCc2cccnc2)cc1 (stereo unspecified)
  -2% | i | 0% | -19% | 0.3 | -0.4% | -8% | i | 15%
> COc1ccc(C(=O)CSc2nnc(CN3CCCCC3)n2-c2ccc(F)cc2)cc1OC
  -4% | i | -1% | -13% | 0.4 | -1.5% | 7% | i | 3%
> Cc1nnc(SCC(=O)NC2CCCc3c2cnn3-c2ccccc2F)o1 (stereo unspecified)
  3% | i | 0% | 2% | -1.7 | 0.4% | 0% | i | 0%
> CCN(CCCn1c(=S)[nH]c2ccc(N3CCOCC3)cc2c1=O)c1ccccc1
  -50% | nt | -9% | ? | 0.7 | 0.1% | -13% | i | ?
> C=CCCC(=O)NC1CCCc2c1cnn2-c1ccccc1F (stereo unspecified)
  -27% | i | -4% | -3% | -2.1 | 0.9% | -1% | i | -34%
> O=C(NN1C(=O)C2C(C1=O)C1C=CC2C12CC2)c1ccccc1Cl (stereo unspecified)
  0% | i | 1% | -4% | 2.0 | -0.2% | 1% | i | 10%
> O=C(NNC(=O)C1CC1)c1cccc([N+](=O)[O-])c1
  8% | i | 1% | -9% | -1.2 | -1.1% | -6% | i | -1%
> NC(=O)c1nsc(C(=O)N(Cc2cccnc2)C(C(=O)NCc2ccc(F)cc2)c2ccc(O)cc2)c1N (stereo unspecified)
  0% | i | 2% | -17% | 2.5 | 0.4% | -6% | i | 20%
> COC(=O)c1ccc(NC(=O)C(=O)c2cn(CC(=O)N3CCOCC3)c3ccccc23)cc1
  -31% | i | 1% | -4% | 1.4 | -0.8% | 3% | i | -7%
> O=C(O)c1sccc1S(=O)(=O)N1CCOCC1
  -18% | i | -3% | 14% | -0.3 | -0.3% | -2% | i | 0%
> CC(C)(C)n1ncc2c(=O)n(CC(=O)Nc3ccc4c(c3)OCCO4)cnc21
  6% | i | 6% | -14% | -0.9 | -0.6% | -12% | nt | 27%
> CC(=O)c1c(C)[nH]c(C(=O)Nc2cccc(S(=O)(=O)N3CCCC3)c2)c1C
  -18% | i | 2% | ? | 7.0 | 21% | -9% | i | 21%
> Cc1ccc(/C=C2\SC(=S)N(CCC(=O)NNS(=O)(=O)c3ccccc3)C2=O)cc1
  -6% | i | 0% | -19% | -2.4 | 0.0% | -1% | i | -4%
> COc1ccc(C(=O)Nc2ccccc2[N+](=O)[O-])cc1S(=O)(=O)N1CCOCC1
  -60% | i | -6% | 3% | -5.0 | ? | -4% | i | ?
> O=C(Nc1cccc(C(F)(F)F)c1)C1CCCN(c2ncccn2)C1 (stereo unspecified)
  0% | i | -1% | 1% | -1.2 | 2.4% | 1% | i | -29%
> CCOC(=O)CSc1nc2ccc(NC(=O)c3ccc(C)cc3)cc2s1
  -30% | ? | nt | -1% | nt | 0.4% | 0% | nt | -29%
> CCCCCOc1ccc(Cn2ccnc2)cc1[N+](=O)[O-]
  -16% | i | -2% | 2% | 0.2 | 6.9% | 2% | i | -6%
> Cc1ccn2c(=O)nc(SCC(=O)Nc3cccc4ccccc34)nc2c1
  -7% | i | -2% | -7% | -2.3 | 3.2% | 2% | i | -17%
> CCC(C)NC(=O)c1cn(C)c(=O)c2cc(OC)c(OC)cc12 (stereo unspecified)
  -28% | i | 2% | ? | -0.6 | -0.5% | 6% | i | ?
> Clc1cccc(Cc2c(-c3cccc(Cl)c3)nc3c4ccccc4ccn23)c1
  nt | i | nt | nt | 2.1 | 11% | nt | i | nt
> Cc1ccc2nsnc2c1N(S(C)(=O)=O)S(C)(=O)=O
  2% | i | 1% | nt | -1.1 | -0.6% | 11% | i | 14%
> COCCN(Cc1cc2cc3c(cc2nc1Cl)OCO3)C(=O)c1cccc(C)c1
  -11% | i | 1% | ? | -1.6 | -0.4% | -3% | i | -20%
> C[C@H](CO)N1C[C@H](C)[C@@H](CN(C)C(=O)Nc2ccc(C(F)(F)F)cc2)Oc2ccc(NC(=O)Nc3ccccc3)cc2C1=O
  -9% | ? | 0% | -3% | 0.4 | 3.6% | 0% | i | ?
> COC(=O)c1cc(S(=O)(=O)NCC(C)c2ccccc2)c[nH]1 (stereo unspecified)
  -19% | i | nt | nt | 0.7 | -0.3% | nt | i | -2%
> Cn1cc(CCC(=O)N2CCCC(Nc3ccc(F)cc3)C2)cn1 (stereo unspecified)
  3% | i | 0% | -1% | -3.4 | 1.2% | 2% | i | 5%

Some values from the list.
`NC(=O)c1nsc(C(=O)N(Cc2cccnc2)C(C(=O)NCc2ccc(F)cc2)c2ccc(O)cc2)c1N` (stereo unspecified) in HepG2 viability is entered as 0%
`Cc1ccc2nsnc2c1N(S(C)(=O)=O)S(C)(=O)=O` in CCT chaperon mod is entered as -1.1
`CC(=O)c1c(C)[nH]c(C(=O)Nc2cccc(S(=O)(=O)N3CCCC3)c2)c1C` in Nrf2 ARE act is entered as 21%

The results go on.
Second line of a record: HepG2 viability | S2 tox | MmCpn inh | Nrf2 block | CCT chaperon mod | Nrf2 ARE act | A549 tox | pAkt inh | TGFb inhibitor
> Cc1cc2ccccc2c(=O)n1CC(=O)Nc1ccc2c(c1)OCCO2
  -5% | i | 1% | -13% | 0.3 | 0.2% | 5% | i | -7%
> CCOc1ccc(C(=O)Nc2nnc(NC(=S)Nc3ccccc3)s2)cc1
  -35% | ? | 0% | ? | 0.3 | 0.7% | -4% | i | -26%
> CCOCCCNC(=O)c1ccc(NC(C)=O)cc1
  0% | i | 1% | 0% | -4.5 | -0.1% | -13% | i | 0%
> N#CC1=C(N)Oc2c(ccc3ccccc23)C1c1cccs1 (stereo unspecified)
  -17% | ? | 2% | ? | -1.8 | 2.8µM* | ? | i | ?
> CCCCNC(=O)c1ccccc1C(=O)NC1(C(=O)NCCCC)CCCC1
  -2% | i | nt | ? | 1.8 | 0.4% | 0% | i | 1%
> COc1ccc(-c2cc(C#N)nc(N3CCN(c4ccccc4)CC3)n2)cc1
  3% | i | 0% | -1% | 3.4 | -0.6% | 5% | i | -27%
> C#Cc1ccc([C@H]2C=C(C(=O)N3CCOCC3)O[C@@H](OCC)[C@@H]2CCCO)cc1
  0% | i | nt | 4% | -0.5 | -0.7% | 5% | i | -12%
> COc1ccc(NC(=O)Cn2c(=O)c3ccccc3n3nncc23)cc1Cl
  -1% | i | nt | -20% | nt | -0.1% | -6% | nt | 1%
> COc1ccc(C(=O)N/N=C/c2ccc(SC)cc2)cc1
  7% | i | -1% | -9% | 0.7 | -0.3% | -3% | i | 4%
> COc1ccc(Nc2nnc(SCC(=O)c3cc(C)n(CC4CCCO4)c3C)s2)cc1 (stereo unspecified)
  -16% | ? | -3% | 16% | 0.0 | 7.2% | -4% | i | -4%
> COc1ccc(-c2csc(N(C)C(=O)c3ccco3)n2)cc1
  2% | i | -27% | 14% | -3.5 | 3.9% | 10% | i | 14%
